sPLA2-III inh: Blocks human group III sPLA2 activity; QFRET BODIPY PC-A2 liposome hydrolysis, fluorescence; AID 743126; Q9NZ20; actives 0.56% (n = 370,000); inhibition, % at 12.2 µM;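 active means inhibition above mean plus 3 SD of compounds lying within the high and low control bounds, cut at about 19% in these data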;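 further: 0% = median of test compound wells and 100% = no enzyme DMSO wells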
Target sequence (Q9NZ20 whole entry, looked up): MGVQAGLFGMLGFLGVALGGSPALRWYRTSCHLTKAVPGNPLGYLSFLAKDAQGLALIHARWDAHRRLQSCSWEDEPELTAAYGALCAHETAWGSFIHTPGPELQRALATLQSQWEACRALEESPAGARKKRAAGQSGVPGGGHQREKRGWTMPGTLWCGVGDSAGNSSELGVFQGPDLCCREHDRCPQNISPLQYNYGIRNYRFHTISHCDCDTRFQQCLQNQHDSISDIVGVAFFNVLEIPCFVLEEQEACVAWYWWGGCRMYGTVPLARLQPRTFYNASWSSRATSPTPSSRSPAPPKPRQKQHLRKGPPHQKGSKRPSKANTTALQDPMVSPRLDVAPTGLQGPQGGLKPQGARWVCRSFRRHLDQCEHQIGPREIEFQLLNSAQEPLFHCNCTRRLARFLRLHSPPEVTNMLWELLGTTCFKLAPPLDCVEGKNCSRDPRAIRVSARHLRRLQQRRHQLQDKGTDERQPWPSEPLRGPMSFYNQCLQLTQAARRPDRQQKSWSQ
GAA850 FXN act: activators of GAA850 frataxin (FXN) promoter | HEK293 lucGAA850 FXN promoter luciferase reporter, 24 h; percent of 10 µM SAHA response | activation, % at 6 µM | actives 0.56% (n = 360,000);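 active means activation above the average of all compounds screened plus 3 SD, cutoff fixed separately per campaign, cut at about 7.5% in these data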;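 further: 0% = DMSO wells and 100% = 10 µM SAHA wells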
ADAM10 inh: inhibits human ADAM10. actives 0.62% (n = 370,000). AID 720582. recombinant ADAM10, EDANS/DABCYL FRET peptide cleavage, 3 h. O14672. inhibition, % at 7 µM;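 active means inhibition above a per-campaign cutoff equal to the mean of compounds falling between control-based bounds plus 3 SD, cut at about 20% in these data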;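 further: 0% = DMSO wells while the 100% control is not disclosed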
Target sequence (O14672 214-748 limits assumed): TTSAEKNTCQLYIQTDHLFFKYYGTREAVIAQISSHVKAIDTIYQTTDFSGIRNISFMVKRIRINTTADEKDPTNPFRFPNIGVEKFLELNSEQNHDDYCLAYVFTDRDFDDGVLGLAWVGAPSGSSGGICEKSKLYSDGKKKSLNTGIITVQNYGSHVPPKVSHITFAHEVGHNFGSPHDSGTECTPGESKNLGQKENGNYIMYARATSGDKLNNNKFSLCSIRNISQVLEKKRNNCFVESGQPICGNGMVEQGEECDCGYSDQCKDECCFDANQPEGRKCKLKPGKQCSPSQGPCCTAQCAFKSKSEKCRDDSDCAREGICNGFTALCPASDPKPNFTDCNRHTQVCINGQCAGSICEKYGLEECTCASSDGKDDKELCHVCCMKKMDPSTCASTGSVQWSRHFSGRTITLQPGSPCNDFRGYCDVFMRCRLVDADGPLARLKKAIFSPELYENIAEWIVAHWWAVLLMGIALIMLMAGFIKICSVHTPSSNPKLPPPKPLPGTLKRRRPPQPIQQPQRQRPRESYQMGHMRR
PLC-beta3 inh: PLC-beta3 (human) inhibition, primary screen. actives 0.18% (n = 370,000). Q01970. Purified PLC-beta3, fluorogenic substrate, fluorescence. inhibition, % at 12.2 µM; in the data active means inhibition above about 11%;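 further: 0% = median of compound wells on plate and 100% = full blocker control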
hgDAF-12 ag: activates the H. glycines DAF-12 receptor ligand-binding domain. HEK293 GAL4-hgDAF12 UAS-luciferase reporter, agonist luminescence; normalized to butyrate control. activation, % at 6.8 µM. actives 1.8% (n = 370,000). AID 687014;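 active means activation above a cutoff set at the mean of all screened compounds plus 3 SD, cut at about 10% in these data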;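 further: 0% = DMSO wells and 100% = sodium butyrate wells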
DAX1 inh-1: inhibitors of human orphan nuclear receptor DAX1 (NR0B1). P51843. actives 0.99% (n = 340,000). HEK293 Gal4-DAX1 luciferase reporter, luminescence. inhibition, % at 6.75 µM. AID 504766;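 active means inhibition above the mean over all tested compounds plus 3 SD, cut at about 4.2% in these data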;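 further: 0% = DAX1-transfected cells with DMSO and 100% = empty-vector control cells with DMSO; inhibition shows as a rise in luminescence from relieved DAX1 repression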
ssDAF12 agonist: S. stercoralis DAF-12 activation, primary screen. actives 1% (n = 370,000). activation, % at 6.8 µM. HEK293 ssDAF-12/GRIP1 lit1-tk-luc reporter, luminescence; % of 3 µM dafachronic acid response. AID 652126;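 active means activation above the mean over all tested compounds plus 3 SD, cut at about 0.9% in these data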;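 further: 0% = DMSO-only wells and 100% = 3 µM delta7-dafachronic acid wells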
DAX1 inh-2: inhibitors of DAX1 repression of SF-1 activated StAR promoter. inhibition, % at 6.8 µM. AID 652010. actives 1.1% (n = 370,000). HEK293T StAR-luciferase reporter, SF-1/DAX-1 repression relief;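 active means inhibition above the mean over all tested compounds plus 3 SD, cut at about 3.6% in these data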;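 further: 0% = DAX-1 cells with DMSO and 100% = cells lacking DAX-1 with DMSO; higher inhibition means more luminescence from relief of DAX-1 repression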
hcDAF-12 act: activators of H. contortus DAF-12 nuclear receptor. HEK293 hcDAF-12 lit1-tk-luc reporter, luminescence; 0% DMSO, 100% Δ7-dafachronic acid. activation, % at 6.8 µM. actives 1.4% (n = 370,000). AID 652067;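 active means activation above the mean of all tested compounds plus 3 SD, cut at about 5.5% in these data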;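 further: 100% = response to 3 µM Δ7-dafachronic acid high control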
ADAM17 inh: inhibits human ADAM17; recombinant ADAM17, EDANS/DABCYL FRET peptide cleavage; inhibition, % at 6.95 µM; P78536; actives 0.83% (n = 370,000); AID 720648;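 active means inhibition above the mean of compounds lying between control limits plus 3 SD, set per campaign, cut at about 8.5% in these data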;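 further: 0% = DMSO-only wells as the low control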
PLC-gamma1 inh: PLC-gamma1 (human) inhibition, primary screen | P19174 | purified PLC-gamma1, fluorogenic substrate, fluorescence | inhibition, % at 12.2 µM | actives 0.84% (n = 370,000) | AID 720700; in the data active means inhibition above about 9.5%
* marks the source's active call; other numbers are inactive results; / = no result given.

SMILES	sPLA2-III inh	GAA850 FXN act	ADAM10 inh	PLC-beta3 inh	hgDAF-12 ag	DAX1 inh-1	ssDAF12 agonist	DAX1 inh-2	hcDAF-12 act	ADAM17 inh	PLC-gamma1 inh
CC(C)C[C@@H](CN1CCC[C@@H]1CN1C(=S)NC[C@@H]1Cc1ccccc1)N1C[C@H](Cc2ccc(O)cc2)N(CC2CCCCCC2)C1=S	-3	/	-19	1	1.1	/	-0.5	5.0*	-1.5	-2	2
O=C(CSc1nnc(SCc2ccc(Cl)cc2)s1)N1CCN(C(=O)c2ccco2)CC1	6	1.8	-7	-1	-1.3	-0.1	-1.1	-0.4	-1.1	-2	1
CC1C(O)=C(c2nc3ccccc3[nH]2)C(=N)N1c1ccccc1 (configuration not stated)	23*	0.3	-10	-33	13*	1.7	-0.9	0.2	0.1	-4	-24
O=C1C(C=NCCCN2CCOCC2)=C(O)c2ccccc21	14	1.2	9	-27	2.2	0.1	0.1	1.1	1.0	-2	-19
Cc1ccccc1-c1ccc(CN2C(C)C(=O)N(Cc3cn(Cc4ccco4)nn3)CCS2(=O)=O)cc1 (configuration not stated)	-30	/	10	-2	-2.5	/	-1.2	-1.4	-1.4	6	-2
C#CCNC(=O)C1=C[C@H](c2ccc3c(c2)OCO3)C[C@H](OCCCCO)O1	-4	/	-47	-75	0.1	/	-1.3	-0.6	-1.1	-20	-50
O=C(CCN1CCN(c2ccccc2)CC1)NNC(=S)Nc1ccccc1	8	0.6	-10	-6	2.8	-0.8	-1.1	0.9	-1.9	-8	-1
C(=N\Nc1ccc2nncn2n1)/c1ccco1	-2	2.1	5	-4	0.0	1.3	-1.6	0.0	0.7	-1	1
Cc1cc(C(=O)OCC(=O)N(C)C2CCS(=O)(=O)C2)c(C)n1-c1ccccc1 (configuration not stated)	-3	0.4	-2	-5	-1.4	0.1	-1.4	0.8	-0.8	-7	2
C[C@H]1Cn2cnc(C(=O)NCC(=O)OC(C)(C)C)c2C(=O)N1	7	-0.3	-12	4	-0.6	2.2	-0.7	0.2	4.2	0	2
O=C(Nc1ccc2c(c1)OCO2)c1cc(C2CCCCN2C(=O)c2ccc(Cl)cc2)on1 (configuration not stated)	2	-0.7	3	-13	0.3	/	-1.5	-1.5	1.1	-1	-4
CC(C)NC(=O)/C(C#N)=C/c1cccc(NC(=O)c2ccccc2Cl)c1	-3	0.5	-5	1	-1.0	-0.5	-0.9	0.4	-0.5	-2	1
CCN(CC)CCNC(=O)c1cccc(NC(=O)C(=O)c2ccccc2NC(C)=O)c1	12	1.4	0	-4	3.6	0.8	-0.3	0.4	5.9*	-2	0
CC1(C)Cc2c(cnn2-c2cccc(F)c2)C(NC(=O)c2csnn2)C1 (configuration not stated)	7	2.4	-2	-10	-0.8	1.6	-1.4	0.4	-1.8	-3	-3
COc1ccc(OC)c(S(=O)(=O)NCc2cccnc2)c1	0	-0.2	5	4	-3.0	-1.0	-0.9	1.1	-1.6	5	6
Cc1ccc(-c2cc(C(=O)Nc3nn[nH]n3)c3ccccc3n2)c(C)c1	-8	0.6	-23	-25	0.9	0.7	0.3	1.2	4.4	-14	-16
Cc1ccc(S(=O)(=O)N2CCC(C(=O)NCCCN3CCCC3=O)CC2)cc1	2	-0.5	2	2	0.1	1.3	-0.6	-0.1	-0.1	-5	0
CCN(CC)S(=O)(=O)c1ccc2c(c1)nc(SCn1nnc3ccccc3c1=O)n2CC	0	2.8	-14	2	2.4	0.2	-1.6	-0.8	-0.1	-4	0
COc1ccc(CC(=O)OCC(=O)Nc2ccc(Cl)cn2)cc1	-1	0.1	2	5	0.0	0.1	-0.6	0.1	-0.8	1	0
COc1cc(OC)c(NC(=O)C(Sc2nc(C)cc(C)c2C#N)c2ccccc2)cc1Cl (configuration not stated)	6	/	-6	-1	-0.2	/	-0.9	1.1	0.6	-4	0
CCOc1ccc(-c2cccc(NC(=O)c3cccs3)c2)nn1	2	1.8	-6	-1	3.1	-1.6	-1.4	-3.0	-2.4	-4	5
COc1ccc(S(N)(=O)=O)cc1C(=O)OCC(=O)N1CC(=O)Nc2ccccc21	2	0.7	-2	-2	3.9	0.1	-0.8	0.9	0.2	-5	1
O=C(NCCN1CCOCC1)c1cc(-c2ccc(F)cc2)nc2ccccc12	-5	0.6	-53	-64	-1.8	1.5	-0.3	-0.4	-1.1	-12	-55
Cc1ccc(C(=O)Nc2ccc3c(c2)CCC3)o1	11	3.9	4	4	16*	0.9	-0.9	2.1	3.3	-2	-1
CC/C(=N\NC(=O)c1ccc(Br)cc1)c1ccccc1	8	0.6	8	7	1.9	-0.4	-1.0	-0.4	1.0	6	3
CNC(=O)/C(=C\c1ccco1)NC(=O)c1ccco1	0	1.0	1	-21	-1.4	0.9	-1.4	0.2	1.0	-7	-12
Cc1ccccc1COc1cccc(/C=N/NC(=O)c2nnn(-c3nonc3N)c2C)c1	1	0.3	2	-9	0.7	-0.8	-0.8	-0.8	-1.5	-3	0
COc1ccc(-c2csc(NC(=O)c3ccccc3NS(=O)(=O)c3ccc(C)cc3)n2)cc1	-118	-2.5	-17	-77	-5.1	-2.5	-2.1	-1.9	-2.0	-15	-56
CCNc1nnc(SCC(=O)NC2CCCCCC2)s1	3	-0.5	-1	2	1.4	-0.3	-0.8	0.9	-0.9	-2	-2
C[C@H]1CN([C@@H](C)CO)C(=O)c2cc(NC(=O)Nc3cccc4ccccc34)ccc2O[C@@H]1CN(C)Cc1ccc(-c2ccccc2)cc1	-15	-1.1	-44	-31	3.5	-0.4	-0.9	0.3	0.6	-12	-22
CC1=C(C(=O)Nc2ccccn2)C(c2ccc3c(c2)OCO3)C2=C(CC(C)(C)CC2=O)N1 (configuration not stated)	1	2.7	-136	-144	10	0.1	-0.6	0.2	0.8	-45	-123
COc1ccc(C(=O)C(Cc2cc(C(C)=O)ccc2OC)N2CCCC2)cc1 (configuration not stated)	9	-0.3	-16	-13	-4.7	1.7	-0.8	-1.2	3.1	-9	-3
COc1cccc(-c2cc(C(=O)N3CCN(C(c4ccccc4)c4ccccc4)CC3)no2)c1	-2	0.9	0	5	2.4	-0.3	-0.7	0.3	-1.2	-3	0
CC(C)(C)n1nc2c(c1NC(=O)Cc1ccc([N+](=O)[O-])cc1)CS(=O)(=O)C2	4	-0.3	-9	-4	0.8	0.0	-0.9	1.1	2.1	-1	0
Cn1c(=O)cc(OCCCC(=O)NCCC2=CCCCC2)c2ccccc21	1	0.3	-5	-1	-4.4	-0.1	-1.5	0.1	-0.5	-4	3
Cc1ccn2c(Nc3ccc4c(c3)OCO4)c(-c3ccccn3)nc2c1	3	0.3	-11	-62	0.0	-2.4	-0.5	1.4	6.0*	-3	-53
O=C(CN1CCCCCCC1)N/N=C/c1ccccc1F	-4	1.3	2	1	3.0	0.3	-1.4	-0.2	-0.9	0	-3
COc1ccccc1C(c1nnnn1CCc1ccccc1)N1CCCCCC1 (configuration not stated)	-6	-0.6	0	-1	1.9	0.0	-1.3	-0.5	-1.6	1	0
O=C(O)C1CC=CCC1C(=O)NCc1ccc2c(c1)OCO2 (configuration not stated)	2	-3.1	-1	3	-0.2	0.5	-0.8	0.4	-1.6	-3	0
COCC(C)NC(=O)c1cc(-c2ccccc2OC)on1 (configuration not stated)	-2	1.7	-14	-8	5.0	-0.6	-1.2	-0.2	-1.5	-4	-5
CCOC(=O)CSC1=C(C#N)C(c2ccc(Cl)cc2)CC(=O)N1 (configuration not stated)	0	1.6	10	-1	1.8	-1.5	-1.5	-0.7	-1.6	-4	1
COc1ccc(Cl)cc1S(=O)(=O)N1CCCC(C(=O)N2CCOCC2)C1 (configuration not stated)	-3	0.9	8	1	-2.4	-0.5	-0.9	1.7	-1.1	2	2
CCOC(=O)c1ccc(NC(=O)Nc2ccon2)cc1	-7	1.5	-5	-3	4.2	-4.6	0.3	1.9	0.7	-2	2
Cc1c(Br)c(=O)oc2c(Br)c(O)c(O)cc12	15	1.7	-470	-373	-0.2	-0.2	-0.9	0.9	0.9	-125	-368
CN1CCC[C@@H]1CCNC(=O)c1c(-c2ccc3c(c2)OCO3)noc1-c1ccsc1	3	0.6	-3	-5	0.5	0.0	-1.0	-0.5	0.1	-3	-4
N#Cc1ccccc1NCc1ccccc1	7	-1.5	-23	-4	-0.7	0.9	-1.6	0.1	-0.9	-8	1
Cc1ccc(-n2ncc3c2CCCC3NC(=O)CCCN2CCCC2=O)cc1C (configuration not stated)	-2	2.2	4	-5	-2.4	1.1	-1.1	-2.0	3.0	-3	-2
CN(C)[C@H]1CCN(c2cccc3c2S(=O)(=O)N(C2CC2)CCCO3)C1	-3	/	-2	-1	-0.6	/	-0.7	-0.9	-1.3	-2	0
CCCCc1c(C)nc(Nc2ccc(OC)cc2)[nH]c1=O	12	-1.1	-10	2	0.8	-0.4	-1.5	0.5	-0.6	-4	3
COc1ccc(-c2nc(N3CCC(C)CC3)[nH]c(=O)c2C#N)cc1	10	1.3	-11	-5	-2.2	2.0	-0.7	0.6	-1.6	-5	-1
CCOC(=O)c1cnc(-n2nc(C)cc2C)nc1Oc1ccc(C(=O)OC)cc1	-6	0.3	2	0	-1.6	/	-0.7	0.0	-0.7	3	6
COCCNC(=O)C(C)Oc1ccccc1 (configuration not stated)	5	2.3	-2	2	-2.4	0.3	-0.9	-0.1	-0.1	-4	1
O=C(NCCO)C1COc2ccccc2O1 (configuration not stated)	1	-1.0	-8	-2	-1.9	1.8	-1.2	1.0	-0.3	-4	1
O=C(CCCc1ccccc1)Nc1ccnn1C1CCN(Cc2ccccc2F)CC1	-8	1.7	1	-2	-2.7	0.1	-0.9	-1.0	-2.1	-1	0
CC1(c2ccc(OC(F)F)cc2)NC(=O)N(CC(=O)Nc2ccc(Cl)cc2F)C1=O (configuration not stated)	-12	2.2	10	-6	-1.0	-0.5	-1.4	-0.5	-1.0	1	-1
CSc1ncc(Cl)c(C(=O)Nc2sc3c(c2C(=O)NCc2ccco2)CCCC3)n1	5	/	-4	-4	-1.2	/	0.5	-1.0	-0.2	-4	-7

Gathered by group, the compounds so far with bromine.
SMILES	sPLA2-III inh	GAA850 FXN act	ADAM10 inh	PLC-beta3 inh	hgDAF-12 ag	DAX1 inh-1	ssDAF12 agonist	DAX1 inh-2	hcDAF-12 act	ADAM17 inh	PLC-gamma1 inh
CC/C(=N\NC(=O)c1ccc(Br)cc1)c1ccccc1	8	0.6	8	7	1.9	-0.4	-1.0	-0.4	1.0	6	3
Cc1c(Br)c(=O)oc2c(Br)c(O)c(O)cc12	15	1.7	-470	-373	-0.2	-0.2	-0.9	0.9	0.9	-125	-368
